Compound activity: PubChem, SRMLSC
SK-BR-3 tox 24h: SK-BR-3 proliferation inhibitors; SK-BR-3 viability, CellTiter-Glo ATP luminescence, 24 h; active compounds read low; viability, % at 10 µM; actives 0.47% (n = 41,000);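 active = viability at or below the median of all test compounds minus 3 SD, in both replicates if run twice, cut at about 45% in these data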;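 also: 100% = median untreated cell wells and 0% = median positive control drug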
The depositor's hits bear a star.

SMILES | SK-BR-3 tox 24h
CCOc1ccc(C2/C(=C(/O)c3ccccc3)C(=O)C(=O)N2CCCN(C)C)cc1OC (stereo not given) | 84
O=C(Cc1cccs1)NCc1ccco1 | 92
Brc1cccc(/C=N\n2cnnc2)c1 | 90
O=C(Nc1ccc(Cc2ccc(NC(=O)C3CC3)c(O)c2)cc1O)C1CC1 | 102
CC(=O)c1cccc(NC(=O)c2cc(-c3ccc(F)cc3)on2)c1 | 103
O=S(=O)(Nc1nc2ccccc2nc1NCc1ccco1)c1cccs1 | 92
O=C(Nc1ccccc1)N(C1=NCCC1)c1ccc(OC(F)F)cc1 | 71
Clc1ss/c(=N\c2ccccn2)c1Cl | 64
O=C(O)CC(C(=O)N(c1ccccc1)c1ccccc1)N1CCOCC1 (stereo not given) | 97
O=C(c1cc2ccccc2o1)c1nc2c(n1O)CCCCC2 | 88
Cc1nnc(SCCCN2C(=O)c3ccccc3C2=O)o1 | 99
CCCn1c(SCC(=O)N2CCN(S(=O)(=O)c3ccc(Cl)cc3)CC2)n[nH]c1=O | 89
O=C(c1ccco1)N1CCN(c2ncnc3c2[nH]c2ccccc23)CC1 | 134
O=C1CCCc2nc(N3CCN(C(c4ccccc4)c4ccccc4)CC3)ncc21 | 87
CCN(CC)S(=O)(=O)c1cc(C(=O)n2cccn2)c(Cl)cc1Cl | 119
COCCn1nnnc1C(c1cc2cc(OC)ccc2[nH]c1=O)N1CCC(Cc2ccccc2)CC1 (stereo not given) | 87
CCN1CCCC1CNC(=O)C1c2ccccc2C(=O)N(CCOC)C1c1ccc(F)cc1 (stereo not given) | 91
O=C(CN1C(=O)c2cccc3cccc1c23)N1CCN(c2ccc(F)cc2)CC1 | 85
CN(C)CCCN1C(=O)c2oc3ccccc3c(=O)c2C1c1cccs1 (stereo not given) | 75
O=C(NCCO)C1(c2ccccc2)CCCC1 | 96
Cn1c(=O)n(Cc2ccccc2)c(=O)c2c1nc(NCC1CCCO1)n2Cc1ccccc1 (stereo not given) | 84
O=c1c2ccccc2c2ccccc2c(=O)n1Cc1ccco1 | 100
CC(C)C[C@@H]1NC(=O)N(CCN2CCOCC2)C1=O | 76
Oc1ccc(-c2csc(Nc3cccnc3)n2)cc1 | 99
Cc1ccc2c(c1C)NC(C(=O)O)C1CC=CC21 (stereo not given) | 89

Nothing new here: an excerpt of the list.
SMILES | SK-BR-3 tox 24h
O=C(Cc1cccs1)NCc1ccco1 | 92
Brc1cccc(/C=N\n2cnnc2)c1 | 90
O=C(Nc1ccc(Cc2ccc(NC(=O)C3CC3)c(O)c2)cc1O)C1CC1 | 102
CC(=O)c1cccc(NC(=O)c2cc(-c3ccc(F)cc3)on2)c1 | 103
O=S(=O)(Nc1nc2ccccc2nc1NCc1ccco1)c1cccs1 | 92
O=C(Nc1ccccc1)N(C1=NCCC1)c1ccc(OC(F)F)cc1 | 71
Clc1ss/c(=N\c2ccccn2)c1Cl | 64

Next entries.
SMILES | SK-BR-3 tox 24h
O=C(CN1C(=O)C2C3C=CC(C3)C2C1=O)N1CCc2ccccc2C1 (stereo not given) | 88
O=C(O)Cn1c(O)c(C=Nc2ccccc2)sc1=S | 88
O=C1C(CCS(=O)c2ccccc2)C(=O)N(c2ccccc2)N1c1ccccc1 (stereo not given) | 88
N#CCc1nc2c3c4c(sc3ncn2n1)CCCC4 | 102
CC(C)(C)c1csc(NC2=NS(=O)(=O)c3ccccc32)n1 | 93
O=C(CCC(=O)Nc1ccc(Oc2ccccc2)cc1)NCCO | 112
c1ccc(CCCc2nc(-c3ccccn3)no2)cc1 | 70
CCOC(=O)C1=C(c2ccccc2)N2CCN=C2S1 | 87
COc1cc(C2C3=C(CC(c4ccco4)CC3=O)Nc3ccccc3N2C(C)=O)cc(OC)c1OC (stereo not given) | 101
COc1cc2nc(NC(=O)c3ccccc3)[nH]c(=O)c2cc1OC | 118
Cc1cccc(Nc2nc(N)nc(CN3CCN(c4ccc(F)cc4)CC3)n2)c1 | 69
Cc1nn(Cc2ccc(Cl)c(Cl)c2)c(C)c1NC(=O)c1noc2c1CCCCC2 | 84
Cc1nn2c3c(cnc2c1-c1ccc(Cl)cc1)C(=O)CC(c1ccco1)C3 (stereo not given) | 100
N#CC1=C(N)Oc2n[nH]c(-c3ccccc3)c2C12C(=O)Nc1ccccc12 (stereo not given) | 77
Cc1ccc(-c2cc(C(=O)Nc3cnn(C45CC6CC(CC(C6)C4)C5)c3)no2)cc1 | 83
Cc1cc(C)cc(N2C(=O)CSC2c2cccs2)c1 (stereo not given) | 81
Cc1occc1C(=O)Nc1nnc(-c2ccncc2)s1 | 100
CC1Cc2nc(SCC(=O)Nc3ccccc3F)n(C)c(=O)c2S1 (stereo not given) | 80
O=C(NCCc1ccccc1)c1ccncc1 | 95
O=C(NCC1CCCO1)C1CC(c2ccc(Cl)c(Cl)c2)=NO1 (stereo not given) | 87
CC12CN3CC(C)(CN(C1)C3c1ccc(Br)cc1)C2=O (stereo not given) | 98
O=C(Nc1ccc2c(c1)OCCO2)C1CCN(C(=O)c2ccc(Br)cc2)CC1 | 95
O=C(CCCN1C(=O)CCC1=O)Nc1ccc2c(c1)OCCO2 | 98
Cc1ccc2cc(C#N)c(SCC(=O)NCC3CCCO3)nc2c1C (stereo not given) | 83
O=C(CCC1CCCCC1=O)c1ccccc1 (stereo not given) | 74
Next part:
SMILES | SK-BR-3 tox 24h
CCSc1nnc(C)n1-c1ccc(C(=O)O)cc1 | 93
CS(=O)(=O)N(CC(=O)NCc1ccc2c(c1)OCO2)Cc1ccc(Cl)cc1 | 91
COc1ccc2sc(NC(=O)CC(C)C)nc2c1 | 99
Cn1c(-c2ccc3c(c2)OCO3)cnc1N | 54
O=C1Nc2ccc(S(=O)(=O)NCc3ccccn3)c3cccc1c23 | 101
Cc1nn(C)c(C)c1CNC(=O)c1cc2n(n1)C(C(F)(F)F)CC(c1cccs1)N2 (stereo not given) | 84
CC(C)OCCCNC(=O)c1ccc(N(C)S(C)(=O)=O)cc1 | 96
Cc1nc2ccc(C(=O)O)cc2c2c1CC(C)S2 (stereo not given) | 85
CCOC(=O)C1(c2csc(N)n2)COC(=O)C1 (stereo not given) | 90
O=C(CC1=NCCNC(c2ccccc2)C1)c1ccccc1O (stereo not given) | 78
O=C(Nc1ccccc1)OCC1CCCN2CCCCC12 (stereo not given) | 94
COC(=O)Nc1ccc(S(=O)(=O)N2CCCc3ccccc32)cc1 | 104
O=C(CCCC(=O)N(CC(=O)NC1CCCC1)Cc1ccc2c(c1)OCO2)Nc1ccccn1 | 79
COc1cccc(C2CC(c3ccc(C)cc3)n3ncnc3N2)c1 (stereo not given) | 87
CCc1ccccc1NS(=O)(=O)c1ccc(SC)cc1 | 84
NC(=O)c1ccc(-n2nnnc2SCC(=O)Nc2ccc(N3CCOCC3)c(Cl)c2)cc1 | 76
CCCc1[nH]nc2c1C1(C(=O)N(CC)c3ccccc31)C(C#N)=C(N)O2 (stereo not given) | 87
CCn1c(N)c(C(=O)NCCCOC)sc1=S | 99
COc1ccc(-c2ccc(-c3noc(-c4ccco4)n3)c(OC)n2)cc1 | 81
COc1ccc(C2C3=C(CC(C)(C)CC3=O)Oc3ncn(Cc4ccco4)c(=N)c32)cc1 (stereo not given) | 83
O=C(COc1ccc(S(=O)(=O)N2CCCC2)cc1)NCCC1=CCCCC1 | 81
CN1CCN(C2=C(Cl)C(=O)N(C3CCCCC3)C2=O)CC1 | 96
Cc1ccc(CNC(=O)c2cc3c(=O)n4ccccc4nc3n(Cc3ccco3)c2=N)cc1 | 85
Cn1c(=O)c2c3c(sc2n2c(SCc4ccccc4)nnc12)CCCC3 | 96
CCOC(=O)C1CCCN(C(=O)c2ccccc2Oc2ccccc2)C1 (stereo not given) | 84

Reformatted as comma-separated lines: part of the list above
Compound,SK-BR-3 tox 24h
COc1cccc(C2CC(c3ccc(C)cc3)n3ncnc3N2)c1 (stereo not given),87
CCc1ccccc1NS(=O)(=O)c1ccc(SC)cc1,84
NC(=O)c1ccc(-n2nnnc2SCC(=O)Nc2ccc(N3CCOCC3)c(Cl)c2)cc1,76
CCCc1[nH]nc2c1C1(C(=O)N(CC)c3ccccc31)C(C#N)=C(N)O2 (stereo not given),87

Remaining list, next part
SMILES | SK-BR-3 tox 24h
CC(C)N(C#N)c1nc(N2CCOCC2)nc(N2CCOCC2)n1 | 88
COc1ccc(C(=O)Oc2ccc3c(c2)OCO3)cc1OC | 86
CCN(CC)S(=O)(=O)c1ccc(NC(=O)Cn2cnc3ccccc3c2=O)cc1 | 89
CN(c1ccc(C(=O)NCc2cccnc2)cc1)S(C)(=O)=O | 90
Cc1cc(C(=O)Nc2c(C)n(C)n(-c3ccccc3)c2=O)c(C)o1 | 98
O=S(=O)(CCc1nnc(-c2ccccc2)o1)c1ccc2ccccc2c1 | 85
N=C1C(c2nc3ccccc3s2)=C(O)CN1Cc1ccco1 | 99
CS(=O)(=O)N(CC(=O)N1CCN(c2ccccc2)CC1)C1CCCCC1 | 108
CCn1c(=O)c2c3c(sc2n2c(SCc4ccc(F)cc4)nnc12)CCCC3 | 63
N#Cc1cnc(SCCc2ccccc2)nc1N | 80
COC(=O)[C@H](C(C)C)n1c(C)c(C(C)=O)c(C(C)=O)c1C | 78
CC(=Nc1ccc(C)c(C)c1)C1=C(O)CSC1=O | 90
Cc1ccc(CSc2nc3c(c(=O)[nH]2)CCC3)cc1 | 89
O=C(CCCN1C(=O)c2ccccc2C1=O)N1CCN(c2ccccn2)CC1 | 97
Cc1cc(C)c(NC(=O)CS(=O)CC(=O)Nc2cccnc2)c(C)c1 (stereo not given) | 80
O=C(O)CCCC(=O)N1CCN(C(c2ccccc2)c2ccccc2)CC1 | 115
CCCc1[nH]nc2c1C(c1ccc(O)cc1OCC)C(C#N)=C(N)O2 (stereo not given) | 81
CCCS(=O)(=O)N1CCN(Cc2ccccc2OCC)CC1 | 90
Cn1c(=O)cc(SCC(=O)N2CCOCC2)c2ccc(Cl)cc21 | 100
CCCCn1c(C(C)NC(=O)c2cccs2)nc2ccccc21 (stereo not given) | 76
COc1ccc(S(=O)(=O)N2CCCC(C(=O)N3CCOCC3)C2)cc1C (stereo not given) | 90
O=C(O)CSc1nnc(C2CC2)n1-c1ccccc1 | 117
CCCOc1c(Br)cc(C(=O)NCC)cc1OC | 97
COc1ccc(CNC(=O)CN(CC2CCCO2)C(=O)CNS(=O)(=O)c2ccc(C)cc2)cc1 (stereo not given) | 85
CCCn1c(=O)c(C(=O)NCc2ccccn2)c(O)c2ccccc21 | 96

Reformatted comma-delimited: part of the list above
compound,SK-BR-3 tox 24h
CC(=Nc1ccc(C)c(C)c1)C1=C(O)CSC1=O,90
Cc1ccc(CSc2nc3c(c(=O)[nH]2)CCC3)cc1,89
O=C(CCCN1C(=O)c2ccccc2C1=O)N1CCN(c2ccccn2)CC1,97
Cc1cc(C)c(NC(=O)CS(=O)CC(=O)Nc2cccnc2)c(C)c1 (stereo not given),80

Additional compounds
SMILES | SK-BR-3 tox 24h
Cc1ccc(C(=O)CSc2nc3cc(S(=O)(=O)N4CCOCC4)ccc3o2)cc1 | 80
CC(C)(C)c1ccccc1OCC(=O)Nc1ncn[nH]1 | 94
CCOC(=O)c1ccc2[nH]c(C)c(CN3CCN(C)CC3)c(=O)c2c1 | 95
Cc1cc(NS(=O)(=O)c2ccc(NC(=O)CN3C(=O)c4ccccc4C3=O)cc2)nc(C)n1 | 103
CCC(C)(C)NC(=O)CN(C(=O)CCC(=O)Nc1cc(C)ccn1)c1ccc2c(c1)OCO2 | 84
CCc1ccc(-c2ccc(C(=O)O)cc2)nc1 | 84
COCC(C)NC(=O)c1cc(-c2ccc(OC)c(OC)c2)on1 (stereo not given) | 70
CSC1=NC(NCCCO)c2c(sc3c2CC(C)(C)OC3)N1 (stereo not given) | 85
CCN(CC)c1ccc(NC(=O)c2ccc(Br)o2)c(C)c1 | 83
CCOc1ccccc1N(CC(=O)NCC1CCCO1)C(=O)CCC(=O)Nc1ccccn1 (stereo not given) | 96
C=CCn1c(SCC(=O)NCc2ccco2)nnc1-c1ccc2ccccc2n1 | 100
COc1ccc(Cn2nnnc2C(c2ccncc2)N2CCOCC2)cc1 (stereo not given) | 90
Nc1ccc(S(=O)(=O)NC(=O)c2ccccc2)cc1 | 113
COc1ccc(-c2noc(CSc3nnc(Cc4ccccc4)n3-c3cccc(C)c3)n2)cc1OC | 89
COC(=O)[C@H](CCSC)NC(=O)Nc1cc(C)ccc1C | 93
O=C1[C@@H]2C(Cc3ccc(O)cc3)NC3(C(=O)Nc4ccc(F)cc43)[C@@H]2C(=O)N1c1ccc(F)cc1 (stereo not given in full) | 99
O=C(Nc1cc(Cl)ccc1O)c1cc2n(n1)C(C(F)(F)F)CC(c1ccc3c(c1)OCO3)N2 (stereo not given) | 90
COc1cccc(CSc2nnc(-c3ccc(F)cc3)o2)c1 | 70
Cc1ccc(-n2ncc3c(=O)n(CC(=O)Nc4cccc(Cl)c4)cnc32)cc1C | 89
Cc1cccc2cc(C(c3nnnn3CC3CCCO3)N3CCCC4(CCCCC4)C3)c(=O)[nH]c12 (stereo not given) | 81
CCCC(=O)Nc1ccc(Cl)c(NC(=O)c2ccco2)c1 | 100
COc1ccc2[nH]c(C)c(C(=O)CN3CCN(C(=O)c4ccco4)CC3)c2c1 | 89
O=C(NC1CCN(Cc2ccccc2)CC1)c1ccccc1F | 102
CN(C)S(=O)(=O)N(CCN1CCOCC1)Cc1ccccc1F | 112
O=C(Cn1nc(-c2ccccc2)nc1-c1ccccc1)N1CCOCC1 | 89
COc1cc(CNC2CCCCCC2)cc(OC)c1OC | 91
CC(C)C1CC(O)(C2(O)CCCCC2)ON1 (stereo not given) | 101
COc1ccc(C2C(C(C)=O)=C(O)C(=O)N2CCO)c(OC)c1 (stereo not given) | 85
CN(C)CCCNS(=O)(=O)c1cc(Cl)ccc1Cl | 106
Cc1ccc(C)c(NC(=O)C2CCCN2C(=O)OC(C)(C)C)c1 (stereo not given) | 102

Some of the compounds tested; rates above refer to the full screens.
